Screening results: PubChem BioAssay, The Scripps Research Institute Molecular Screening Center
PG9 binder: PG9 antibody binding by small molecule; TR-FRET gp120-PG9 antibody binding; inhibition, % at 6.7 µM; 0.43% of 360,000 active; AID 624416; in the data active means inhibition above about 8.5%
UHRF1 binding: UHRF1 methyl-DNA binding inhibition. Q96T88. UHRF1 binding to methylated oligo, TR-FRET. inhibition, % at 4.4 µM. 0.75% of 370,000 active; in the data active means inhibition above about 21%;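 further: UHRF1 SRA domain binding a hemimethylated CpG hairpin DNA probe; 0% = median of test compound wells and 100% = reference inhibitor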
PRMT1 inh: blocks human protein arginine methyltransferase 1; 1.3% of 370,000 active; Q99873; recombinant PRMT1, activity-based probe fluorescence polarization; inhibition, % at 2.79 µM; AID 652257;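 active means inhibition above about 21% made by adding two undisclosed values, limit read from the data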
Target sequence (Q99873 whole entry, looked up): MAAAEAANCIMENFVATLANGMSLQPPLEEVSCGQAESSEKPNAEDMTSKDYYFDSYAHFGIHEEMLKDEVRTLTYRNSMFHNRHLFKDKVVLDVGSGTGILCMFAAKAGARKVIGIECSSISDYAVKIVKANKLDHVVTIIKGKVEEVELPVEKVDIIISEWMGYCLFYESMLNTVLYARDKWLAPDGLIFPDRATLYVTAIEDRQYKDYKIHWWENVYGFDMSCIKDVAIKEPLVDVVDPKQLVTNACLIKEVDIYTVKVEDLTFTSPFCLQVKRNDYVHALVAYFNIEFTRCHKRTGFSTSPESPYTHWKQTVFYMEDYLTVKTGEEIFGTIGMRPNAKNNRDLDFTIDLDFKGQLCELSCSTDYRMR
DDE Tn7 FP inh: disrupts Tn7 cyclic peptide binding to fibrin D-Dimer-E complex. P02675. FP displacement of FITC-Tn7 peptide from fibrin DD(E); 0% = median of compound wells per plate. inhibition, % at 8.3 µM. 0.13% of 370,000 active;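 active means inhibition above the mean of compounds falling within the control limits plus 3 SD of them, cut at about 14% in these data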;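 further: 0% = plate median of compound wells and 100% = 10 µM Aha-Tn7 peptide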
Target sequence (P02675 whole entry, looked up): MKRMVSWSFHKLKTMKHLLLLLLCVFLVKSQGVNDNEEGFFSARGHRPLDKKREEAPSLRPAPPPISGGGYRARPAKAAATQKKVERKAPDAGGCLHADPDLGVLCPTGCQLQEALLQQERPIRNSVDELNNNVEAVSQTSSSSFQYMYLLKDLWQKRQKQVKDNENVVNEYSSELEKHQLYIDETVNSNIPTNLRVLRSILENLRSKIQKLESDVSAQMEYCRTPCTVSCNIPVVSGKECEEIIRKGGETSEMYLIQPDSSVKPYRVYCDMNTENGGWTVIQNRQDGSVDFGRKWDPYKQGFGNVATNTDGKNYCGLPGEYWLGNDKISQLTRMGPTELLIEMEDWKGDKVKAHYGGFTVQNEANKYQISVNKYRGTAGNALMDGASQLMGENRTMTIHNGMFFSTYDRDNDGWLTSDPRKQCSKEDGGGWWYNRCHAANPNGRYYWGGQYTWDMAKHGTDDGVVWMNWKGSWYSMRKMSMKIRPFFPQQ
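Also added: labelled Tn7 tracer, 0.1 µM; Assay system: human fibrin DD(E) protein; Amount: 2 µM fibrin DD(E); Schedule: 10 min compound pre-incubation, 3 h probe incubation at room temperature; Repeats: one replicate per compound; Read-out basis: percent inhibition; Measured by: fluorescence polarization of the labelled Tn7 tracer.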
TCR CD3 inh: human TCR-CD3 binding inhibition; 0.37% of 360,000 active; inhibition, % at 9.4 µM; TAMRA-labeled TCR probe fluorescence, biochemical; AID 651800; in the data active means inhibition above about 19%;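 further: recombinant mutant TCR 2C K166C tagged with TAMRA read by polarization; 0% = receptor in buffer alone and 100% = receptor with positive control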
LEDGF integ inh: blocks HIV-1 LEDGF/p75-dependent DNA integration; TR-FRET IN-LEDGF/p75 DNA integration, Eu/Cy5; inhibition, % at 3.7 µM; 0.64% of 370,000 active;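 active means inhibition above the screen-wide mean plus 3 SD, cut at about 13% in these data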;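 further: signal is the Cy5 over europium emission ratio at 671 and 618 nm; 0% = plate median of compound wells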
HTRA1 inhibitor: inhibitors of human serine peptidase HTRA1; recombinant HTRA1, FP-rhodamine activity-based probe, fluorescence polarization; inhibition, % at 5.96 µM; 0.5% of 340,000 active; in the data active means inhibition above about 36%;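 further: 0% = enzyme with DMSO and 100% = wells lacking enzyme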
SIAE inh: blocks human sialic acid acetylesterase; inhibition, % at 9.66 µM; 0.69% of 370,000 active; SIAE FP-Rh probe binding, fluorescence polarization; AID 1053197; Q9HAT2;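 active means inhibition above a cutoff: mean of compounds within the control limits plus 3 SD of those, cut at about 17% in these data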;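 further: 0% = plate median of compound wells and 100% = probe without SIAE protein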
TDP2 inh: blocks human TDP2 phosphodiesterase activity. O95551. recombinant TDP2, T5PNP hydrolysis, p-nitrophenol absorbance 415 nm. inhibition, % at 12.8 µM. 0.34% of 370,000 active. AID 720702;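 active means inhibition above the mean of all tested compounds plus 3 SD, set per campaign, cut at about 25% in these data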;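 further: 0% = DMSO with enzyme and 100% = buffer with substrate but no TDP2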
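System – recombinant human TDP2 · Quantity – TDP2 enzyme at 120 nM final · Doses – single concentration, 12.8 µM nominal, with 1% DMSO · Incubation – 2 h at 37 °C · Measured by – epi absorbance of p-nitrophenol freed from T5PNP by hydrolysis · Read-out – % inhibition relative to enzyme-containing and enzyme-free wells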
mABHD4 FP: ABHD4 (mouse) inhibition, primary FP screen; Q8VD66; purified mABHD4, FP-Rh probe fluorescence polarization; inhibition, % at 8.92 µM; 0.54% of 370,000 active;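 active means inhibition exceeding the mean over every tested compound plus 3 SD, cut at about 30% in these data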;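 further: 0% = plate median of compound wells and 100% = S159A mutant with DMSO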
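Assay system: mABHD4 protein; medium: HEPES pH 7.0, NaCl, Pluronic buffer; dosing: 8.92 µM, single dose; schedule: 45 min + 60 min at 25 °C; signal: FP readout, ex 525 nm / em 598 nm; read-out: normalized percent inhibition of probe labeling; repeats: single replicate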
Active calls of the source: *; . = no result given.

item	molecule	PRMT1 inh	DDE Tn7 FP inh	SIAE inh	HTRA1 inhibitor	mABHD4 FP	PG9 binder	TCR CD3 inh	TDP2 inh	UHRF1 binding	LEDGF integ inh
1	CN(C)/N=C/c1ccc(OS(=O)(=O)c2ccccc2)cc1	-1	0	0	-3	2	-1.1	10	-3	0	9
2	COc1ccccc1-c1nnc(SCC(=O)NC2CCCCC2)n1N	-1	-1	-4	1	2	-0.2	4	4	1	-3
3	O=S(=O)(Cc1nnnn1-c1ccccc1)c1ccccc1	-3	2	-3	-3	-4	0.0	2	2	3	-2
4	Cc1ccc(S(=O)(=O)N(C)C[C@@H]2Oc3ncc(Br)cc3C(=O)N([C@H](C)CO)C[C@@H]2C)cc1	0	-5	-1	1	0	-0.5	0	5	1	0
5	CCn1c(SCC(=O)Nc2cc(C)on2)nnc1-c1ccncc1	-1	2	4	-2	-1	-0.2	-2	7	0	0
6	Cc1ccc(Cl)cc1NC(=S)N(CCN(C)C)C(C)c1ccccn1 (centres undefined)	1	-2	-2	2	12	0.2	-5	-15	10	-6
7	COc1ccc2c(c1)C(c1ccccc1)NC(=O)C2 (centres undefined)	0	-2	-1	5	4	2.5	7	1	-3	-2
8	O=C(c1ccc2nc(-c3ccco3)c(-c3ccco3)nc2c1)N1CCN(c2ccccc2)CC1	54*	1	32*	-4	32*	-2.3	-5	-15	8	39*
9	CN(CC(=O)NC1CCCCC1)S(=O)(=O)c1ccc(Cl)cc1	0	-8	1	2	-2	-0.9	-3	9	-1	-1
10	COC(=O)C1=C(Nc2ccc(C)cc2)C=C(C)C(C(=O)OC)C1c1ccc(OC)cc1 (centres undefined)	0	2	1	-6	0	0.5	2	-1	-3	-3
11	O=C(NCc1ccccc1CN1CCCC1)c1cccc(S(=O)(=O)N2CCCC2)c1	-5	6	-7	-11	-1	-0.5	5	-3	-2	-1
12	Cc1cccc(-c2nnc(SCC(=O)NC3CCCC3)o2)c1	-2	4	-2	-2	-6	-1.4	-4	7	-1	2

Whole records, quoted from the list. Screens in order: PRMT1 inh | DDE Tn7 FP inh | SIAE inh | HTRA1 inhibitor | mABHD4 FP | PG9 binder | TCR CD3 inh | TDP2 inh | UHRF1 binding | LEDGF integ inh
Listed for Cc1ccc(Cl)cc1NC(=S)N(CCN(C)C)C(C)c1ccccn1 (centres undefined) → 1 | -2 | -2 | 2 | 12 | 0.2 | -5 | -15 | 10 | -6
Listed for O=C(NCc1ccccc1CN1CCCC1)c1cccc(S(=O)(=O)N2CCCC2)c1 → -5 | 6 | -7 | -11 | -1 | -0.5 | 5 | -3 | -2 | -1
Listed for COC(=O)C1=C(Nc2ccc(C)cc2)C=C(C)C(C(=O)OC)C1c1ccc(OC)cc1 (centres undefined) → 0 | 2 | 1 | -6 | 0 | 0.5 | 2 | -1 | -3 | -3
Listed for CN(CC(=O)NC1CCCCC1)S(=O)(=O)c1ccc(Cl)cc1 → 0 | -8 | 1 | 2 | -2 | -0.9 | -3 | 9 | -1 | -1

Going on with the list:
item	molecule	PRMT1 inh	DDE Tn7 FP inh	SIAE inh	HTRA1 inhibitor	mABHD4 FP	PG9 binder	TCR CD3 inh	TDP2 inh	UHRF1 binding	LEDGF integ inh
13	Cc1ccccc1CN(CC1CCC(C(=O)O)CC1)C(=S)Nc1ccccc1F (centres undefined)	-2	4	6	-1	-9	0.3	-7	5	0	-1
14	O=c1c(-c2c(O)cc(O)c3c(=O)cc(-c4ccc(O)cc4)oc23)c(-c2ccc(O)cc2)oc2cc(O)cc(O)c12	5	-4	-36	12	-71	0.8	31*	0	12	25*
15	O=S(=O)(Nc1ccc(O)c(Sc2nc3ccccc3s2)c1)c1ccc(F)cc1	1	5	-12	-37	-77	-1.7	2	3	-2	-3
16	O=C(Cn1nc(-c2ccccc2)ccc1=O)NCc1ccc(F)cc1	-4	-13	0	-6	-6	-0.5	17	-25	15	0
17	COc1ccc(NC(=O)c2cc3c(=O)n4ccccc4nc3n2C)c(OC)c1	-3	1	1	0	1	0.1	0	-5	0	4
18	Cc1cc(N2CCNC[C@@H]2C)ccc1N1CCS(=O)(=O)CC1	-1	1	4	.	0	-2.7	1	1	0	0
19	O=C(CCN1C(=O)c2ccccc2C1=O)NC(=S)Nc1ccccc1Cl	1	-2	-7	-32	-8	-3.4	-6	3	11	1
20	COc1ccc(-n2cccc2C=O)cc1OC	2	-1	-2	0	-3	-0.9	0	11	3	-6
21	Cc1ccc(OCCCC(=O)NC2CCCCC2)cc1	-3	-1	8	4	-4	-2.3	0	8	-5	5
22	O=C(N/N=C/c1ccc(OC(=O)c2ccccc2)c([N+](=O)[O-])c1)c1ccc(O)cc1	3	0	8	-10	-1	-1.8	-1	9	-7	0
23	O=C(/C=C(\Nc1ccc(Cl)c(Cl)c1)c1ccccc1)c1ccccc1	0	-2	1	.	3	-1.4	6	6	0	-3
24	CCOc1ccccc1NS(=O)(=O)c1ccc(OC)c(OC)c1	2	-2	-14	2	-9	2.1	-1	-4	8	0
25	Cc1ccc(NC(=S)NNC(=O)c2nn(C)cc2Cl)cc1	-2	-6	2	6	10	2.5	3	-4	0	2
26	CC(=O)c1c(O)c(C)c(O)c2c1OC1=Cc3c(c(C)nn3-c3ccccc3)C(=O)C12C (centres undefined)	-1	3	-4	-18	4	0.1	6	3	-2	-2
27	O=C(NCC1CCCO1)c1nn2c(C(F)(F)F)cc(-c3cccs3)nc2c1Br (centres undefined)	-4	-7	1	-5	5	1.4	1	-2	-2	3
28	C[C@@H](NC(=O)c1ccccc1OCC(=O)Nc1ccc(I)cc1)C(=O)N(C)Cc1ccccc1	0	0	-10	.	-28	.	.	-4	1	-1
29	CCOC(=O)c1csc(NC(C)=O)n1	-4	0	3	6	4	-0.5	-2	5	-1	10
30	CCN(CC)C(=O)C1CCCN(Cc2ccc(OC)c(C)c2C)C1 (centres undefined)	1	4	-2	3	12	-0.4	-5	2	3	-1
31	Cc1ccc(S(=O)(=O)NCc2cn3ccsc3n2)c(C)c1	-1	3	7	0	4	0.8	2	2	0	0
32	COCCn1cc(C(=S)N2CCOCC2)c2ccccc21	-2	4	7	8	1	0.2	8	2	-3	-2
33	Cc1ccccc1-c1nc(CS(=O)(=O)CC(=O)Nc2cc(F)ccc2F)c(C)o1	2	-1	-5	-23	-4	-2.1	10	8	-1	-1
34	Cc1cccc2c1cnn2C(=O)CCC(=O)N1CCC(C)CC1	-6	-2	-14	-5	5	-1.4	0	-5	-1	2
35	Cc1cc(OC(C)C(=O)Nc2ccccc2C(=O)N2CCCC2)ccc1Cl (centres undefined)	1	5	0	2	-2	-0.8	3	-10	1	-4
36	CCOC(=O)c1cc2c(ccn2C)n1Cc1ccccc1C	17	0	5	-4	0	-1.0	-1	26*	1	4
37	O=C(N/N=C/c1ccc([N+](=O)[O-])o1)c1ccc(O)cc1	7	7	8	6	13	-2.5	9	13	-3	7
38	CN(CC(=O)Nc1ccccc1C(=O)NC1CC1)Cc1cccs1	3	2	-1	1	1	2.0	10	-3	2	0
39	S=c1[nH]nc(COc2ccccc2)n1/N=C/C(Cl)=C/c1ccccc1	21	-5	-2	-11	-20	-2.0	0	-5	-5	3
40	Cc1ccc(S(=O)(=O)NCC(=O)OCC(=O)N2CCc3ccccc32)cc1	0	1	11	-6	10	-0.6	-4	10	-2	0
41	C=CCc1ccc(OCCCCCN2CCOCC2)c(OC)c1	-4	2	0	-2	-2	-0.5	6	-4	-3	1
42	N/C(=N\OC(=O)COc1ccccc1)c1ccc(Cl)cc1	-7	0	3	2	-1	-0.9	2	3	2	0
43	CCCN(CCC)CCNC(=O)Cn1cnc2sc(C)c(S(=O)(=O)N3CCOCC3)c2c1=O	-5	2	2	4	-1	1.4	0	9	-3	0
44	COc1cc(CCN2C(=O)c3cccc4cccc(c34)C2=O)c(S(=O)(=O)N2CCCCCC2)cc1OC	3	-4	-1	-25	-3	1.0	-2	1	2	2
45	CC(=O)c1cccc(NC(=S)NC(=O)c2cncc(Br)c2)c1	-4	3	5	-5	3	0.9	-10	15	-1	-5
46	O=C(NCc1ccc(F)cc1)c1cc(S(=O)(=O)N2CCCCC2)c[nH]1	0	-3	-5	-1	1	1.1	-1	0	1	0
47	COc1ccc(NC(=O)c2cc(-c3cc(C)cc(F)c3)n[nH]2)cc1OC	-2	7	1	.	-3	-2.1	-2	-7	-2	1
48	CCOC(=O)[C@]12CCCC=C1N(CCCOC)C(=O)[C@@H]2CC(=O)NCCCCc1ccccc1	-4	3	0	.	3	.	.	1	-2	3

6 structures from above, ordered by number of heavy atoms, rising:
item	molecule	PRMT1 inh	DDE Tn7 FP inh	SIAE inh	HTRA1 inhibitor	mABHD4 FP	PG9 binder	TCR CD3 inh	TDP2 inh	UHRF1 binding	LEDGF integ inh
25	Cc1ccc(NC(=S)NNC(=O)c2nn(C)cc2Cl)cc1	-2	-6	2	6	10	2.5	3	-4	0	2
38	CN(CC(=O)Nc1ccccc1C(=O)NC1CC1)Cc1cccs1	3	2	-1	1	1	2.0	10	-3	2	0
19	O=C(CCN1C(=O)c2ccccc2C1=O)NC(=S)Nc1ccccc1Cl	1	-2	-7	-32	-8	-3.4	-6	3	11	1
40	Cc1ccc(S(=O)(=O)NCC(=O)OCC(=O)N2CCc3ccccc32)cc1	0	1	11	-6	10	-0.6	-4	10	-2	0
10	COC(=O)C1=C(Nc2ccc(C)cc2)C=C(C)C(C(=O)OC)C1c1ccc(OC)cc1 (centres undefined)	0	2	1	-6	0	0.5	2	-1	-3	-3
8	O=C(c1ccc2nc(-c3ccco3)c(-c3ccco3)nc2c1)N1CCN(c2ccccc2)CC1	54*	1	32*	-4	32*	-2.3	-5	-15	8	39*

Continuation:
item	molecule	PRMT1 inh	DDE Tn7 FP inh	SIAE inh	HTRA1 inhibitor	mABHD4 FP	PG9 binder	TCR CD3 inh	TDP2 inh	UHRF1 binding	LEDGF integ inh
49	Cc1ccc2cc(/C=N/NC(=O)c3ccccc3O)c(Cl)nc2c1	-2	-1	-2	5	-2	-0.1	-2	-6	-1	-2
50	CN(CC(=O)NCc1ccccc1)Cc1cccc(F)c1	1	0	-4	3	13	-2.9	0	-13	4	4
51	CCN(C(=O)CSc1nccc(=O)[nH]1)C1CCCCC1	-3	0	-1	1	-2	0.1	3	9	2	0
52	O=C1CN(C(=O)/C=C/c2ccc(Br)cc2)CCN1	-4	-10	-5	1	-2	-3.7	2	6	-2	0
53	CCCCCC(=O)Nc1ccc(C(=O)CN2C(=O)NC3(CCCCCC3)C2=O)cc1	5	4	-5	-11	-9	-3.0	4	-6	1	-1
54	O=C1C=C(C#Cc2ccccc2)C[C@@H](c2ccc(F)cc2)C1	-3	-3	0	-42	9	-0.8	-2	3	2	2
55	c1coc(CNc2nc(-c3ccncc3)cs2)c1	0	3	-2	-8	0	1.9	0	-3	1	-3
